BLM inh: blocks DNA unwinding by human BLM helicase; recombinant BLM DNA unwinding, fluorescence dequenching; Potency, µM (titrated, usually from 56.1 µM), inactives show at the highest dose activity change, negative = inhibition, hits mostly inhibitors; actives 0.2% (n = 350,000);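 note: potency is the fitted concentration of half-maximal effect; plate controls were vehicle for no effect and no enzyme for full effect; nearly all actives have a fitted effect of over 35% in size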
POLI inh: DNA polymerase iota (human) inhibition. Pol iota fluorescent replication assay, 10 min. Potency, µM (doses to about 115 µM), for the others: at the highest dose activity, negative = inhibition, hits mostly inhibitors. actives 1% (n = 390,000). AID 588590; note: potency is the fitted concentration of half-maximal effect
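Fluorescent replication assay read twice, at 0 min and 10 min after adding 50 nM (final) substrate. Enzyme (10 nM) and compounds were first incubated 15 min at room temperature; enzyme-free buffer wells were negative controls.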
Pol beta inh: DNA polymerase beta (human) inhibition; Pol beta primer extension/strand displacement, fluorescence kinetic; Potency, µM (series often up to 114 µM), for the others: top-dose activity change, negative = inhibition, usual class: inhibitors; P06746; AID 485314; actives 1.3% (n = 340,000); note: potency is the fitted concentration of half-maximal effect; % is set by controls: 0 for no effect and ±100 for the full control effect
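Reaction started by 50 nM substrate onto compound-treated Pol beta (10 nM, 15 min preincubation, room temperature); plates read at 0 min and 10 min. Normalized concentration-effect data fitted by four-parameter Hill equation.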
POLH inh: blocks human DNA polymerase eta activity. Potency, µM (doses to about 114 µM), for the others: at the highest dose activity change, negative = inhibition, actives largely listed as inhibitors. recombinant Pol eta, fluorescent DNA replication assay. Q9Y253. actives 1.2% (n = 390,000); note: potency is the fitted concentration of half-maximal effect; % is set by controls: 0 for no effect and ±100 for the full control effect
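Pol eta (10 nM) was preincubated with compounds for 15 min at room temperature, after which fluorescent replication substrate (50 nM final) was added to start the reaction. Fluorescence was read kinetically at 0 and 10 min.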
Anesthetic bind: binds horse apoferritin like a general anesthetic; apoferritin/1-aminoanthracene competitive binding, fluorescence; Potency, µM (series often up to 77.5 µM), for inactives: at the highest dose activity change, negative = displacement, hits mostly inhibitors; actives 0.074% (n = 350,000); AID 485281; note: potency is the fitted concentration of half-maximal effect; % is set by controls: 0 for no effect and ±100 for the full control effect; nearly all actives have a fitted effect of over 20% in size
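In PBS, apoferritin at 10 uM is loaded with 1-AMA from a 50% saturated solution. After 10 min of compound exposure at ambient temperature, reduced 535 nm fluorescence indicates probe displacement.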
RXFP1 antag: RXFP1 (human) relaxin receptor antagonism; HEK293-RXFP1, relaxin-stimulated cAMP HTRF, 30 min; stronger effect = lower value; activity change, negative = inhibition, % at 57.5 µM; actives 0.59% (n = 350,000); Q9HBX9;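 active = activity change of -60% or lower, but not beyond a set lower limit; inconclusive = change between -60% and -40%, or beyond the set limit; inactive = change above -40%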; note: % is set by controls: 0 for no effect and ±100 for the full control effect
Target sequence (Q9HBX9 whole entry, looked up): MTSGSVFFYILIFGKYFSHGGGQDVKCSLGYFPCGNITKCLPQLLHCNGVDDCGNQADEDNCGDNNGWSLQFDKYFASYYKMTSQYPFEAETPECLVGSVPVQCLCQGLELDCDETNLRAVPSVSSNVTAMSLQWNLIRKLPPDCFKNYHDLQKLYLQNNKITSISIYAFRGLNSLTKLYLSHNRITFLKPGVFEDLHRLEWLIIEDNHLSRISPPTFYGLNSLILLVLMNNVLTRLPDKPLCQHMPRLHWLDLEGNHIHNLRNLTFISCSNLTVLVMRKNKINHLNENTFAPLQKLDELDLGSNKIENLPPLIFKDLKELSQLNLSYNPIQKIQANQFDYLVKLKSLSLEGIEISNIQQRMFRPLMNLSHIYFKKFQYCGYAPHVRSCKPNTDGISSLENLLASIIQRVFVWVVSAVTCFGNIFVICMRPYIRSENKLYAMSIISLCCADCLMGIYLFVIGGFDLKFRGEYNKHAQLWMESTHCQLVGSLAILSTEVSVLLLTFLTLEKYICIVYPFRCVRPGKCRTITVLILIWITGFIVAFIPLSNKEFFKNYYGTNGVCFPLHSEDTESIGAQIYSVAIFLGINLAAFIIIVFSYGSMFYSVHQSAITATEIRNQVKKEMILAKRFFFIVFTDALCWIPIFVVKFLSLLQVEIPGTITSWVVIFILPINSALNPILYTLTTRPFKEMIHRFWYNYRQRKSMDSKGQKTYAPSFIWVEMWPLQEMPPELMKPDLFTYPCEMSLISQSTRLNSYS
APE1 inh: blocks human APE1 abasic DNA cleavage; recombinant APE1, TAMRA/BHQ-2 abasic DNA cleavage fluorescence; Potency, µM (doses to about 65.8 µM), for inactives: top-dose activity change, negative = inhibition, usual class: inhibitors; actives 0.35% (n = 350,000); AID 2517;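 note: potency is the fitted concentration of half-maximal effect; plate controls were vehicle for no effect and reference inhibitor for full effect; nearly all actives have a fitted effect of over 55% in size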
Target sequence (P27695 whole entry, looked up): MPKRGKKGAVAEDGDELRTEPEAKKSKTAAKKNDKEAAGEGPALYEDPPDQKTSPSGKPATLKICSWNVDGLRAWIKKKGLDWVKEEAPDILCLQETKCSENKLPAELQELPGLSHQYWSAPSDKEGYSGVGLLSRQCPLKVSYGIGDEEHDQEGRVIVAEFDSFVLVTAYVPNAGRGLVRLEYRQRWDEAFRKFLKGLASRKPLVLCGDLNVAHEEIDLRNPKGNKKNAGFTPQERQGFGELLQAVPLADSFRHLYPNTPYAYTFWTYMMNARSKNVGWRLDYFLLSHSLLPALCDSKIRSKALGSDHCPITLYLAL
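Incision of a quenched TAMRA/BHQ-2 THF abasic-site duplex (50 nM) by 0.75 nM APE1, after 15 min compound preincubation, measured as fluorescence increase over three 60 s reads. Values normalized to buffer, DMSO and NSC13755 control wells.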
POLK inh: inhibitors of human DNA polymerase kappa; actives 0.53% (n = 400,000); AID 588579; Potency, µM (top dose mostly 107 µM), without a hit: at the top dose activity, negative = inhibition, most hits filed as inhibitors; Q9UBT6; purified Pol kappa, fluorescent DNA synthesis assay, 10 min; note: potency is the fitted concentration of half-maximal effect; % is set by controls: 0 for no effect and ±100 for the full control effect
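First, compounds were pin-transferred onto 10 nM Pol kappa. After 15 min at room temperature, substrate was added to 50 nM final. Fluorescence was then measured kinetically at 0 and 10 min.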
PGK inhibitor: inhibitors of T. brucei phosphoglycerate kinase; P07378; PGK/GAPDH coupled, Kinase-Glo luminescence, 60 min; Potency, µM (titrated, usually from 57.5 µM), for inactives: at the top dose activity change, negative = inhibition, most hits filed as inhibitors; actives 0.043% (n = 380,000); AID 602233; note: potency is the fitted concentration of half-maximal effect; % is set by controls: 0 for no effect and ±100 for the full control effect; nearly all actives have a fitted effect of over 60% in size
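Recombinant glycosomal PGK reaction used 1,3-bisphosphoglycerate generated in-well by GAPDH (100nM final) in 100mM TEA pH 7.6, 5mM MgCl2, 0.01% Tween-20. After 60 minutes at room temperature, ATP was read by Kinase-Glo Plus luminescence end-point.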
* = called active by the depositor; i = inactive; ? = inconclusive; · = not tested or not shown; & = joins results of further samples; [ ] = another dose, or the depositor's remark. Unless noted, calls come from the whole dose curve; as a rule, active = well fitted curve in the direction sought with a large enough effect; inconclusive = small, poorly fitted or top-dose-only effect, or another doubt; inactive = no such curve, though single readings can be large; an effect the other way counts as inactive or inconclusive.

Below each SMILES – BLM inh	POLI inh	Pol beta inh	POLH inh	Anesthetic bind	RXFP1 antag	APE1 inh	POLK inh	PGK inhibitor
CCOC(=O)N1CCN(Cc2nc(N)nc(Nc3ccc(Oc4ccccc4)cc3)n2)CC1
 : -10%	3%	?	-14%	-22%	-17	-3%	-9%	i
COc1cc2c(C(=O)NCc3ccc4c(c3)OCO4)cn(CC(C)C)c(=O)c2cc1OC
 : -11%	27%	4%	21%	0%	0	-5%	-12%	5%
Cc1ccc(NC(=O)NC2CC(=O)N(c3ccc4c(c3)OCCO4)C2)cc1 (stereo not given)
 : ·	66%[activator]	·	-21%	·	-9	10%	6%	1%
COc1ccc(Cl)cc1NC(=O)N1CCC(CN2CCCCCC2)CC1
 : -5%	41%[activator]	20%	-10%	2%	-15	·	2%	0%
Cc1ccc(-c2nnn3c2nc(NCCc2ccc(Cl)cc2)c2ccccc23)cc1
 : -7%	39%[activator]	4%	-14%	1%	·	·	-6%	-4%
Cc1ccc(N2CC(C(=O)Nc3ccc(S(=O)(=O)N4CCCC4)cc3)CC2=O)cc1 (stereo not given)
 : -6%	-8%	-3%	-16%	-15%	-3	-1%	-17%	1%
CCOc1ccccc1NC(=O)C12CC3CC(C1)CC(c1ccc(C)cc1)(C3)C2
 : -5%	-8%	10%	-14%	-4%	-12	-12%	-2%	0%
O=C(COc1ccc(-c2ccccc2)cc1)N1CCN(C(=O)c2cccs2)CC1
 : -8%	-6%	8%	-6%	?	-14	3%	-3%	i
CC(=O)C(Cc1ccc(Cl)nc1)(Cc1ccc(Cl)nc1)C(C)=O
 : -8%	7%	0%	-15%	-9%	-2	3%	8%	i
C/C=C(\C)C(=O)NCCN1C2=NC[C@H](Cc3ccccc3)N2C[C@H]1Cc1ccc(O)cc1
 : 3%	-11%	1%	-5%	-23%	·	3%	-3%	-4%
O=S(=O)(Nc1cccc(Cl)c1)c1cccc(-n2cnnn2)c1
 : ·	91%[activator]	·	-6%	·	-5	-5%	-1%	2%
Cc1ccc(CNC(=O)c2ccc(N3CCC4(CC3)CC(c3ccccc3)=NO4)c(NC(=O)c3ccco3)c2)cc1
 : -6%	-1%	0%	-12%	-12%	·	13%	0%	-7%
CCOC(=O)c1c(/N=C/c2ccc(C)cc2O)sc2c1CCC2
 : 2%	-4%	0%	-15%	-10%	-3	1%	-20%	0%
O=C(c1ccccc1)N1CCN(CC2CC=CCC2)CC1 (stereo not given)
 : -2%	-1%	?	-9%	-2%	-10	-1%	-1%	i
CCNCc1cc([N+](=O)[O-])ccc1OCC
 : 3%	-14%	-7%	-8%	-4%	9	-1%	-4%	i
Cc1cccc(N2C(=O)N3[C@H]4c5ccccc5OC[C@@H]4[C@@H](c4ccccc4)[C@@]3(C)C2=O)c1
 : ·	25%	·	-12%	·	·	-13%	-10%	0%
Cc1ccc(CC(=O)OCC(=O)c2ccc[nH]2)cc1C
 : ·	-20%	·	-1%	·	4	20%	-14%	-1%
Oc1ccccc1/C=N/Nc1cc(N2CCCC2)nc(N2CCCC2)n1
 : ?	?	-28%	-22%	6%	-32	-3%	-8%	i
COC(=O)c1ccc(OC)c(CN2C(=O)N(c3ccc(C(C)=O)cc3)S(=O)(=O)c3ccccc32)c1
 : -3%	11%	0%	-16%	-15%	·	·	0%[60.1 µM]	i
CCC(=O)c1ccc(OCC(=O)c2ccc3c(c2)NC(=O)CO3)cc1
 : -5%	31%[activator]	-1%	-6%	-13%	-16	-2%	4%	0%
CCOc1ccc(CNC(=O)c2ccc3c(c2)nc2n3CCOC2)cc1OC
 : -8%	-5%	-8%	-11%	47%[activator]	-6	·	-15%[60.1 µM]	i
Cc1nn(-c2ccc3nnc(C)n3n2)c(C)c1CCC(=O)Nc1ccc(OC(F)(F)F)cc1
 : -1%	15%	3%	-4%	1%	8	·	-10%[60.1 µM]	-2%
COn1c(=O)c(-c2ccc(Cl)cc2)[n+]([O-])c2ccccc21
 : -4%	-3%	-3%	-7%	0%	-1	0%	-2%	-4%
COc1cccc(-c2nc(N3CCC(C)CC3)c3ccccc3n2)c1O
 : -7%	-7%	10%	-8%	-10%	-1	2%	0%	?
Cc1ccc(S(=O)(=O)N(C)c2ccc(C(=O)N(C)Cc3nc4ccccc4c(=O)[nH]3)cc2)cc1
 : ·	6%	·	-22%	·	-3	38%[activator]	-3%	i
CCC1(CC)NC(=S)NC1=S
 : ·	84%[activator]	·	-9%	·	-8	·	-12%	4%
Cc1ccc(CN2CN(S(=O)(=O)c3cccs3)c3nc4ccccc4nc32)cc1
 : 6%	-6%	23%	-21%	-16%	-8	-1%	-9%	-3%
COc1ccc(S(=O)(=O)N2CCN(C)CC2)cn1
 : 0%	25%	6%	-1%	-4%	11	-7%	-18%	i
COCc1cc(/C=N\NC(=O)COc2ccccc2)ccc1OC
 : 0%	148%[activator]	-27%	-7%	-15%	3	-3%	-1%	i
Cc1cc(=O)oc2cc3c(cc12)OCCN3
 : -1%	21%	-2%	-11%	·	-6	0%	3%	i

2 compounds picked at random from those above, as already listed:
Below each SMILES – BLM inh	POLI inh	Pol beta inh	POLH inh	Anesthetic bind	RXFP1 antag	APE1 inh	POLK inh	PGK inhibitor
Oc1ccccc1/C=N/Nc1cc(N2CCCC2)nc(N2CCCC2)n1
 : ?	?	-28%	-22%	6%	-32	-3%	-8%	i
COC(=O)c1ccc(OC)c(CN2C(=O)N(c3ccc(C(C)=O)cc3)S(=O)(=O)c3ccccc32)c1
 : -3%	11%	0%	-16%	-15%	·	·	0%[60.1 µM]	i

Continuation.
Below each SMILES – BLM inh	POLI inh	Pol beta inh	POLH inh	Anesthetic bind	RXFP1 antag	APE1 inh	POLK inh	PGK inhibitor
O=C(Nc1nccs1)C1CCN(S(=O)(=O)c2cccnc2)CC1
 : -1%	-2%	20%	-16%	-6%	·	12%	6%	i
COC(=O)/C(=C\Nc1ccc(Cl)cc1Cl)NC(=O)c1ccc(Cl)cc1Cl
 : -4%	-1%	?	-2%	-12%	9	3%	-4%	-3%
CCCc1cc(=O)[nH]c(SCC(=O)NC2CCCCC2)n1
 : -1%	9%	2%	-11%	-24%	16	2%	-4%	·
CC(=O)NCCNS(=O)(=O)c1ccc(C)c([N+](=O)[O-])c1
 : 3%	39%[activator]	-17%	-4%	2%	-1	10%	-12%	i
CCOC(=O)Nc1ccc2c(c1)N(C(=O)CN)c1ccccc1CC2
 : 3%	27%	-6%	-20%	-19%	-2	-16%	8%	-5%
CC(C)CCN1C(N(C)C)=NC[C@@H]1C
 : ·	?	·	-4%	·	·	8%	2%	4%
Clc1ccc(OCc2nc3ccccc3[nH]2)cc1
 : -4%	98%[activator]	?	-13%	-5%	-2	-2%	-13%	-6%
COc1ccc(-c2ccc(=N)n(CCCC(=O)O)n2)cc1
 : 8%	-4%	·	·	2%	·	4%&1%	4%[19.4 µM]	·
O=C(c1cc2ccccc2cc1OCC(O)CN1CCCCC1)N1CCCCC1 (stereo not given)
 : -6%	?	-18%	-17%	-10%	-1	-2%	-1%	-5%
COc1ccc(NC(C)=O)cc1S(=O)(=O)Nc1ccccc1C(=O)N1CCCC1
 : 1%	22%	21%	-12%	-2%	-12	-9%	-12%	-9%
C=CCNc1nc2c(c(=O)[nH]c(=O)n2C)n1CCOc1ccccc1
 : 2%	128%[activator]	51%	-22%	-3%	-4	-8%	0%	2%
Cc1noc(C(=O)Nc2ccc(F)c(Cl)c2)c1Cl
 : -5%	60%[activator]	53%	-6%	1%	-1	-3%	-1%	i
COC(=O)/C(C#N)=C/c1c(N2CCCCCC2)nc2ccccn2c1=O
 : -4%	131%[activator]	58%	0%	-1%	3	-12%	-17%	1%
CCn1c(C)nc2cc(C(=O)NNC(=S)Nc3ccccc3Cl)ccc21
 : 5%	7%	5%	-8%	-4%	-15	?	-1%	-2%
CCOC(=O)c1sc(NC(=O)c2cccc(S(=O)(=O)N3CCc4ccccc43)c2)c(C#N)c1C
 : -8%	?	-24%	-6%	-4%	-4	2%	-15%	-3%
CSC1=NSC2=NC(=O)/C(=C/c3coc4ccccc4c3=O)C(=N)N12
 : -15%	-13%	40µM*	14µM*	-2%	7	-5%	?	-13%
Cc1cc(OC(=O)c2ccccc2)c([N+](=O)[O-])c(=O)[nH]1
 : -9%	10%	4%	-3%	-4%	-10	16%	1%	-9%
O=C(NC(=S)Nc1cc(Cl)ccc1O)c1cccc(Br)c1
 : -6%	-18%	?	0%	-7%	2	-2%	14%	i
CC(C)OP(=O)(OC(C)C)C(C)NC(=O)Cc1ccccc1 (stereo not given)
 : -4%	0%	?	-13%	-4%	-7	0%	6%	9%
CS(=O)(=O)N(CC(=O)N1CCOCC1)c1cccc(Cl)c1Cl
 : -10%	-17%	6%	?	-2%	-1	0%	-1%	-1%
O=C(O)CCn1cc(/C=C2/NC(=S)N(c3ccccc3)C2=O)c(-c2ccccc2)n1
 : 3%	16%	0%	-5%	-2%	3	-1%	-25%	i
Cc1cc(C)c(C#N)c(SCC(=O)N(CC(C)C)C2CCS(=O)(=O)C2)n1 (stereo not given)
 : ·	27%	·	-11%	·	-11	7%	-8%	i
COc1cc(/C=N\n2nnnc2N)ccc1OCc1ccc(F)cc1
 : -6%	-15%	0%	-15%	27%	-12	-7%	-13%	i
Cc1ccc2c(c1)c1c(c(=O)n(-c3ccccc3C)c(=O)n1Cc1cccc(F)c1)n2C
 : -4%	-5%	-6%	-18%	47%[activator]	·	·	-15%	7%
O=C(Nc1ccccc1)Nc1nnc(Cc2ccc([N+](=O)[O-])cc2)s1
 : -1%	-20%	14%	-19%	-11%	·	18%	-20%	-1%
CCc1ccccc1NC(=O)CN1C(=O)C2CCCN2c2ccc(S(=O)(=O)N(CC)CC)cc21 (stereo not given)
 : -3%	-14%	1%	-17%	?	-22	·	1%	-8%
COCC1CCN(C(=O)c2cc(COc3ccc(F)cc3F)on2)C1 (stereo not given)
 : 0%	6%	-18%	-4%	-7%	2	5%	-1%	i
CCOC(=O)CC(N)c1cccc([N+](=O)[O-])c1 (stereo not given)
 : -4%	86%[activator]	5%	-15%	-9%	-18	-4%	-15%	1%

Screening data: PubChem, National Center for Advancing Translational Sciences (NCATS)

This is a subset; rates above refer to the full screens.
